GoLoco inh red = qHTS Assay for Inhibitors of RGS12 GoLoco Motif Activity (Red Fluorophore); Guanine nucleotide-binding protein G(i) subunit alpha-1 (Homo sapiens), P63096; 230,000 compounds, 0.44% hits; Gai1:RGS12 GoLoco peptide FP, rhodamine, 10 min; Potency, µM (series often up to 61.6 µM), for inactives: top-dose activity, negative = inhibition, usual class: inhibitors; active means well fitted inhibition curve with a large enough effect, not every such curve was filed as active; inactive means no such curve, though single readings can be large or run the other way; further: on the % scale 0 is the no-effect control and ±100 the full control effect; nearly all actives have a fitted effect of over 30% in size; many of its hits are not listed in these tables
Target sequence (P63096 whole entry, looked up): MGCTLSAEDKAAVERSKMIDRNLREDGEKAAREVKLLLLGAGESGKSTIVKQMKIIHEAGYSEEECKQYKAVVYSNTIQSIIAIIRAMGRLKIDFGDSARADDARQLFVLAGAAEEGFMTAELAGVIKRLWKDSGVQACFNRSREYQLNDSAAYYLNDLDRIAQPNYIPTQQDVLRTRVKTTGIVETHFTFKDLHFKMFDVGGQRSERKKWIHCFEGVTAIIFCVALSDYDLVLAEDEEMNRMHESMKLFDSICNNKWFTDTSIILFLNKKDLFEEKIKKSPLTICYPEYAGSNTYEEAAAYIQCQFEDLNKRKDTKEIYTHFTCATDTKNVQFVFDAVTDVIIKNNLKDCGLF
GAA inhib = qHTS Assay for Inhibitors of Human alpha-Glucosidase as a Potential Chaperone Treatment of Pompe Disease; Lysosomal alpha-glucosidase (Homo sapiens), P10253; purified human GAA, 4-MU-alpha-glucoside fluorescence; Potency, µM (top dose mostly 76.9 µM), inactives show at the top dose activity change, negative = inhibition, usual class: inhibitors; 200,000 compounds, 0.005% hits; AID 1466, 2008;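 further: plate controls were uninhibited enzyme wells for no effect and no-enzyme background for full effect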
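Fluorogenic assay: 4 nM human alpha-glucosidase with 400 uM 4-methylumbelliferyl-alpha-D-pyranoside in 50 mM citrate/phosphate, 0.005% Tween-20, pH 5.0, 20 min at room temperature. Compounds tested up to 77 uM; AC50 from Hill fits.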
IMPase Li cell = qHTS Assay for Identifying the Cell-Membrane Permeable IMPase Inhibitors: Potentiation with Lithium; CHO-M1 cells, IP1 TR-FRET (IP-One), carbachol + lithium; Potency, µM (highest dose often 59.4 µM), without a hit: at the highest dose activity, negative = IMPase inhibition, most hits filed as inhibitors; 210,000 compounds, 0.35% hits;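 further: IP1 builds up when IMPase is blocked and the TR-FRET signal falls; plate controls were basal vehicle for no effect and high inhibitor control for full effect; nearly all actives have a fitted effect of over 50% in size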
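Steps: plate 2000 CHO-M1 cells per well and culture 16–30 h; add compound and lithium; incubate 30 min, 37C; add d2-IP1 tracer and Eu cryptate anti-IP1 antibody in lysis buffer; read after 10 min at room temperature.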
GAA spleen mod = qHTS Assay for Inhibitors and Activators of Human alpha-Glucosidase From Spleen Homogenate | Lysosomal alpha-glucosidase (Homo sapiens), P10253 | human spleen homogenate, 4-MU-alpha-glucoside fluorescence | Potency, µM (highest dose often 79.9 µM), for inactives: at the top dose activity change, negative = inhibition, usual class: inhibitors | 240,000 compounds, 0.006% hits | AID 2112, 2009;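 further: 0% = enzyme with vehicle and -100% = no enzyme basal signal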
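AC50 values come from Hill-equation fits of concentration-response data, normalized to no-enzyme and full-activity controls. Enzyme source: 1 ug human spleen homogenate; 1 mM fluorogenic 4-MU glucoside, pH 5.0 citrate buffer, 37 C, 40 min.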
GAA glycogen = qHTS Assay for Inhibitors and Activators of Human alpha-Glucosidase Cleavage of Glycogen; recombinant GAA, glycogen substrate, Amplex Red glucose oxidase fluorescence; Potency, µM (series often up to 76.4 µM), without a hit: at the top dose activity change, negative = inhibition, hits mostly inhibitors; 300,000 compounds, 0.38% hits; AID 2100, 2009;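 further: 0% = full enzyme reaction and -100% = no-enzyme basal signal; the screen sought inhibitors and activators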
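Recombinant human alpha-glucosidase (4 nM final) hydrolysed bovine liver glycogen (30 ug) for 40 min at 37 C in pH 5.0 citrate/phosphate with 0.01% Tween-20. Released glucose detected by glucose oxidase/Amplex Red, Ex 573/Em 610 nm. Compounds up to 77 uM; AC50 from Hill fits.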
HTT ATP protect = qHTS Multiplex Assay to Identify Dual Action Probes in a Cell Model of Huntington: Cytoprotection (ATP) | PC12 HTT-Q103 induced, cytoprotection, ATP luminescence, 40 h | Potency, µM (series often up to 56.4 µM), without a hit: cytoprotection (ATP increase), most hits filed as activators | 230,000 compounds, 0.14% hits | AID 1471, 2008;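 further: % of control where 0% means no effect; nearly all actives have a fitted effect of over 45% in size; toxic huntingtin expression switched on by the ecdysone agonist tebufenozide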
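Readout: ATPlite luminescence (ATP level). Model: stable PC12, inducible Htt exon1 Q103-GFP. Inducer: tebufenozide, 100 nM final. Compounds: dose series. No G418 in medium.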
HttQ103 aggreg = qHTS Multiplex Assay to Identify Dual Action Probes in a Cell Model of Huntington: Aggregate Formation (GFP); Potency, µM (titrated, usually from 46.1 µM), for the others: at the highest dose activity change, negative = inhibition, actives largely listed as inhibitors; PC12 HttQ103-GFP aggregates, Acumen cytometry, 40 h; 220,000 compounds, 1.1% hits; further: on the % scale 0 is the no-effect control and ±100 the full control effect; nearly all actives have a fitted effect of over 60% in size
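Using laser scanning cytometry, GFP-positive aggregates were counted after lysis of PC12 cells induced with 100 nM tebufenozide to express HTT exon 1 Q103–GFP. Compounds were tested in titration.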
An asterisk follows results filed as active; ? = inconclusive; . = not tested or not shown; & = joins results of further samples; [ ] = dose if it differs, or a comment. Unless noted, the call rests on the fitted dose curve; in most records, active means well fitted curve in the direction sought with a large enough effect; inconclusive means small, poorly fitted or top-dose-only effect, or another doubt; inactive means no such curve, though single readings can be large; an effect the other way counts as inactive or inconclusive. Potency means the concentration at half of the fitted maximal effect. Only part of the results is shown; the hit share may differ from the screen's.

molecule	GoLoco inh red	GAA inhib	IMPase Li cell	GAA spleen mod	GAA glycogen	HTT ATP protect	HttQ103 aggreg
O=C(Nc1ccc(C(=O)NC2CCCCC2)cc1)c1cccnc1	20.6%	8.6%	4.9%	6.0%	4.0%	-49.5%	-0.4%
O=C(COc1ccc(Cl)cc1)N1CCN(c2ncccn2)CC1	-0.2%	0.8%	8.4%[38.3 µM]	-6.2%	-0.2%	-14.8%	2.1%
CN(C)/C=C/C(=O)c1cc(F)cc(C(F)(F)F)c1	16.9%	5.1%	9.3%	-22.8%	-12.8%	-3.4%	24.9%[9.22 µM]
Cn1c(CC(=O)Nc2ccccc2)nnc1SCC(=O)c1ccccc1	15.6%	-3.7%	29.7%[38.3 µM]	-6.4%	-4.0%	-5.5%[0.074 µM]	16.7%
c1ccc2c(N3CCOCC3)nc(-c3ccncc3)nc2c1	0.8%	-4.0%	0.4%	-0.5%	-4.1%	-26.0%[10 µM]	?
N#Cc1c(-c2cccs2)cc(C2CC2)nc1SCC(N)=O	7.0%	-5.0%	?	3.4%	5.6%	-6.6%	-8.1%
CCc1ccc(OCc2nnc(SCCN3CCOCC3)n2C)cc1	3.1%	-5.6%	-8.1%[38.3 µM]	5.1%	-10.4%	-14.7%[10 µM]	-15.2%
Cc1cc(NC(=O)COC(=O)c2cccc(S(=O)(=O)N3CCOCC3)c2)no1	-1.6%	-2.5%	14.3%[38.3 µM]	-7.6%	5.2%	-3.3%	-4.7%
COc1cccc(/C=N/NC(=O)C(=O)NCc2cccnc2)c1	1.8%	-9.8%	-8.9%[38.3 µM]	1.4%	-2.4%	-6.4%	-24.3%
N#Cc1sc2nc(-c3cccs3)cc(-c3ccc(F)cc3)c2c1N	9.0%	-1.4%	-22.6%	6.0%	-10.7%	18.5%[10 µM]	-2.1%
O=c1cc(NC2CCCCCC2)[nH]c(=O)[nH]1	9.5%	-5.9%	0.9%[38.3 µM]	-12.5%	3.7%	7.8%	-16.0%
O=S(=O)(c1cccc(F)c1)N1CCN(C(=S)NCc2ccccc2)CC1	1.9%	-2.2%	7.9%	-2.4%	23.9%	9.1%[10 µM]	-6.4%[9.22 µM]
Cc1c(-c2ccc(Cl)cc2)noc1C1CCN(CCc2ccccc2)CC1	-0.7%&8.3%	.	23.1%&25.8%	-5.7%&-4.6%	.	-50.4%&-2.2%[inhibitor]	.
COc1ccc(CCNC(=O)Cc2nn(C)c(=O)c3ccccc23)cc1OC	6.6%	1.8%	28.1%[38.3 µM]	5.3%	0.2%	-14.6%[0.074 µM]	-7.9%
CCCc1ccc(C(=O)Cn2nc(C(=O)O)c3ccccc3c2=O)cc1	6.3%	-2.7%	8.3%	6.5%	-8.2%	.	17.9%
Cc1ccc(CCNC(=O)C2CC(c3ccc(C(F)(F)F)cc3)=NO2)cc1 (stereo not drawn)	-1.0%	.	.	5.1%	-2.9%	5.2%[10 µM]	-1.2%[9.22 µM]
COC(=O)c1c(C)[nH]c(C(=O)OCC(=O)N2c3ccccc3NC(=O)C2(C)C)c1C	18.5%	-3.4%	-0.9%	-2.9%	-9.9%	-7.5%[10 µM]	0.3%
Cc1cccc(N=C2NC(=O)/C(=C/C=C/c3ccco3)S2)c1	33.7%[activator]	0.4%	14.1%	2.2%	-9.4%	12.3%[10 µM]	21.6%
CNC(=S)Nc1cc(C(F)(F)F)ccc1Cl	2.5%	-4.3%	3.0%	-9.8%	9.4%	.	13.1%
Cc1ccc2c(c1)N1C(=O)c3ccccc3C1C1=C(CC(C)(C)CC1=O)N2 (stereo not drawn)	7.3%	1.0%	11.5%	0.5%	3.9%	33.4%[10 µM]	27.9%
Cc1ccsc1C(=O)OCc1nc2ccccc2c(=O)[nH]1	-0.2%	-20.1%	4.3%[38.3 µM]	-4.5%	-1.2%	8.6%	2.9%
CCOc1ccc(/C=N/NC(=O)Cc2cccs2)cc1	-2.0%	.	.	6.2%	5.1%	13.3%[10 µM]	4.6%[9.22 µM]
CCc1nnc(NC(=O)CSc2nnc(-c3cc4ccccc4cc3O)n2CCOC)s1	-16.4%	3.7%	4.0%[38.3 µM]	0.4%	6.9%	-11.7%	?
COc1ccc(-c2nnc(SC(C(=O)c3c[nH]c4ccccc34)c3ccccc3)n2N)cc1OC (stereo not drawn)	20.7%	-11.5%	10.6%	0.1%	-4.8%	16.2%[10 µM]	-10.7%
Cn1c(N)c(N2CCN(c3ccccc3)CC2)c(=O)[nH]c1=O	9.7%	6.1%	4.3%	-2.1%	-16.1%	9.9%[10 µM]	9.5%
Cc1csc(NC(=O)C(NC(=O)c2ccccc2F)C(C)C)n1 (stereo not drawn)	1.9%	-8.2%	-2.4%	3.0%	-13.8%	.	?
Cc1ccc2c(c1C)NC(C)CC2C (stereo not drawn)	9.4%	-3.6%	2.5%[38.3 µM]	2.3%	-21.6%	6.2%[1.9 µM]	-3.0%
Clc1ccc(-c2nnc3ccccn23)cc1	11.9%	0.6%	14.2%[38.3 µM]	-3.5%	2.7%	9.1%	-9.0%
CCN1CCCC1CNC(=O)C(=O)NCc1ccccc1 (stereo not drawn)	2.8%	-3.5%	9.1%	-19.7%	-0.7%	-11.1%	-12.9%
CC(C)N1CCC(N2CCN(Cc3cc(F)ccc3-n3cccn3)CC2CCO)CC1 (stereo not drawn)	-13.4%	11.3%	11.6%	-13.5%	18.8%	24.7%[10 µM]	10.0%[9.22 µM]
Fc1ccc(Cn2c(-c3cscn3)nc3ccccc32)c(Cl)c1	-12.4%	3.3%	21.6%[38.3 µM]	8.0%	2.5%	-10.5%	21.1%[9.22 µM]
CCCCNC(=O)Nc1ccc(Br)cn1	3.4%	3.7%	-2.3%[38.3 µM]	1.4%	6.7%	2.8%	-9.4%
CCOc1ccc(C(=O)Nc2c3c(nn2-c2cccc(C)c2C)CS(=O)C3)cc1 (stereo not drawn)	9.1%	-4.4%	9.0%[38.3 µM]	-17.2%	-11.4%	-14.5%	-5.6%
O=C(NCc1ccco1)c1ccc(OCC2CCCO2)cc1 (stereo not drawn)	8.7%	3.5%	1.5%[38.3 µM]	-0.8%	-5.9%	-16.2%[10 µM]	2.4%
Cc1cc2c(c(=O)n1Cc1ccco1)C(c1cccnc1)C(C#N)=C(N)O2 (stereo not drawn)	59.3%[activator]	-7.8%	3.3%[38.3 µM]	1.7%	-4.1%	-13.4%[0.074 µM]	9.5%[9.22 µM]
Cn1nc(C(=O)NNC(=O)COc2ccccc2)c2ccccc2c1=O	7.7%	2.9%	-1.5%	-3.0%	-5.3%	.	3.8%
Cc1cc(C)nc(NS(=O)(=O)c2ccc(NC(=O)Cn3c(=O)oc4ccccc43)cc2)n1	18.9%	0.8%	-10.3%[38.3 µM]	-3.4%	-3.7%	-8.6%	-7.2%
O=C(CSc1cccc2cccnc12)OCC(=O)c1ccccc1	-4.3%	13.8%	-1.3%[38.3 µM]	-5.0%	11.7%	-19.0%	6.0%
CCCc1[nH]nc2c1C(C1CC=CCC1)C(C#N)=C(N)O2 (stereo not drawn)	6.1%	0.6%	-4.7%	7.5%	-0.9%	7.0%	?
O=C(CC1C(=O)NCCN1Cc1ccc(-c2ccccc2)cc1)NCc1ccccc1 (stereo not drawn)	6.6%	-9.8%	26.3%	-2.1%	4.3%	-11.0%[10 µM]	-3.9%[9.22 µM]
COc1cc(OC)cc(OC)c1	17.8µM*	.	1.9%	18.1%	.	-37.0%[inhibitor]	-11.5%
CC(C)(Oc1ccc(Cl)cc1)C(=O)OCn1nnc2ccccc2c1=O	15.3%	-7.6%	65.0%[activator][38.3 µM]	-6.4%	-18.4%	20.3%[10 µM]	-2.6%
COC(=O)c1ccc(OC(=O)C2CC(=O)N(c3ccc(C)cc3C)C2)cc1 (stereo not drawn)	-4.0%	-1.5%	17.2%[38.3 µM]	-0.9%	2.6%	2.1%[0.074 µM]	-11.9%
COc1ccc2nc(Nc3nc(-c4ccncc4)cs3)sc2c1	20.5%	-6.2%	4.4%	0.9%	-3.5%	-53.0%[inhibitor]	5.2%
CCOC(=O)c1cnn(-c2nc(-c3ccccc3F)cs2)c1C(F)(F)F	-1.2%	7.8%	-1.8%[38.3 µM]	-1.4%	3.8%	2.3%	-6.7%

Profiles, quoted from the list. Screens in order: GoLoco inh red, GAA inhib, IMPase Li cell, GAA spleen mod, GAA glycogen, HTT ATP protect, HttQ103 aggreg
Fc1ccc(Cn2c(-c3cscn3)nc3ccccc32)c(Cl)c1 reads -12.4%, 3.3%, 21.6%[38.3 µM], 8.0%, 2.5%, -10.5%, 21.1%[9.22 µM]
COC(=O)c1ccc(OC(=O)C2CC(=O)N(c3ccc(C)cc3C)C2)cc1 (stereo not drawn) reads -4.0%, -1.5%, 17.2%[38.3 µM], -0.9%, 2.6%, 2.1%[0.074 µM], -11.9%
Cc1cc2c(c(=O)n1Cc1ccco1)C(c1cccnc1)C(C#N)=C(N)O2 (stereo not drawn) reads 59.3%[activator], -7.8%, 3.3%[38.3 µM], 1.7%, -4.1%, -13.4%[0.074 µM], 9.5%[9.22 µM]
O=C(CSc1cccc2cccnc12)OCC(=O)c1ccccc1 reads -4.3%, 13.8%, -1.3%[38.3 µM], -5.0%, 11.7%, -19.0%, 6.0%

Next structures follow.
molecule	GoLoco inh red	GAA inhib	IMPase Li cell	GAA spleen mod	GAA glycogen	HTT ATP protect	HttQ103 aggreg
O=C(C1=C[C@@H](c2ccc(C(F)(F)F)cc2)C[C@@H](OCc2ccc(CO)cc2)O1)N1CCOCC1	-1.4%	.	0.4%	-12.6%	-11.9%	4.6%[10 µM]	-11.9%[9.22 µM]
CCS(=O)(=O)NCCCc1ccccc1	-12.6%	-4.0%	9.9%[38.3 µM]	-3.2%	2.4%	-5.8%	-10.8%
Cc1csc(NC(=O)c2ccc(C)o2)n1	10.8%	-2.1%	-3.1%	0.2%	-1.0%	18.3%[10 µM]	12.2%
O=C(Nc1ccc(Cl)cc1)Nc1nnc(-c2ccncc2)s1	-0.6%	8.7%	10.7%	-5.4%	0.7%	20.0%[10 µM]	?

Screening data from PubChem.
